WRN helicase inh = WRN helicase (human) inhibition; Potency, µM (highest dose often 114 µM), for the others: at the highest dose activity change, negative = inhibition, most hits filed as inhibitors; Q14191; WRN helicase unwinding, fluorescent forked duplex, kinetic; 360,000 tested, 0.46% active; note: potency is the fitted concentration of half-maximal effect; % is set by controls: 0 for no effect and ±100 for the full control effect; nearly all actives have a fitted effect of over 55% in size
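WRN at 20 nM final was preincubated with compound for 15 min at room temperature; reaction started with 100 nM forked duplex oligonucleotide carrying fluorophore and quencher plus 2 mM ATP (final). Unwinding followed kinetically by red fluorescence (ex 525/em 598 nm).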
EPAC1 agonist = EPAC1 (human) agonism; O95398; EPAC1 agonist qHTS, biochemical assay; response scale: 100% = response to 6.5 mM cAMP; Potency, µM (top dose mostly 154 µM), for inactives: at the highest dose activation, hits mostly activators; 360,000 tested, 0.073% active; AID 720707; note: potency is the fitted concentration of half-maximal effect; nearly all actives have a fitted effect of over 60% in size
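Compounds were pinned as a concentration titration into mixtures of EPAC1 (100 nM), BODIPY-GDP-loaded Rap1B (250 nM) and GDP (50 uM). After 5 min at room temperature, fluorescence was followed for 30 min; activity was scaled to 6.5 mM cAMP.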
PLK1 PBD block = blocks phosphopeptide binding to human PLK1 polo-box domain. P53350. Plk1 PBD binding of FITC phosphopeptide, fluorescence polarization. Potency, µM, inactives show max response, negative = inhibition, most hits filed as inhibitors. 360,000 tested, 2.8% active. AID 720504; note: potency is the fitted concentration of half-maximal effect; series mostly up to about 57 µM; % is set by controls: 0 for no effect and ±100 for the full control effect; nearly all actives have a fitted effect of over 65% in size
Target sequence (P53350 whole entry, looked up, the tested form may be a part): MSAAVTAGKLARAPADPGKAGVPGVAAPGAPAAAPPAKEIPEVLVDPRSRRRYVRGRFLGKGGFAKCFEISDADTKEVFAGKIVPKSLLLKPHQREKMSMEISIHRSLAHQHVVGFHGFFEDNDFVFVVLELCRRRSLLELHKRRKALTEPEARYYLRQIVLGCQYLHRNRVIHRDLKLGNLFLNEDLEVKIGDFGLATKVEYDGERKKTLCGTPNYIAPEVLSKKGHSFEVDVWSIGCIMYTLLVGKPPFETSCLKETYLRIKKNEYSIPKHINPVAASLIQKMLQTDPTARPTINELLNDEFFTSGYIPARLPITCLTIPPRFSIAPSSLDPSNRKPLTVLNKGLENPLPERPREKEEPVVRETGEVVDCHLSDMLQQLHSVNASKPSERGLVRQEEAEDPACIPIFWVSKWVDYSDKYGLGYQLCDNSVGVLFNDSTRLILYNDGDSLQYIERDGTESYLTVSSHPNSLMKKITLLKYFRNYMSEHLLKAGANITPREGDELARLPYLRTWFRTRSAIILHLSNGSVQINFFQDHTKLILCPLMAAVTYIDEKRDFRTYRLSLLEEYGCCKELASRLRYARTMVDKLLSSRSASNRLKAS
EPAC2 ag = agonists of human EPAC2 (RAPGEF4); Q8WZA2; EPAC2 activation, biochemical qHTS; response scale: 100% = 6.5 mM cAMP response; Potency, µM (top dose mostly 154 µM), for inactives: at the top dose activation, usual class: activators; 360,000 tested, 0.079% active; AID 720711; note: potency is the fitted concentration of half-maximal effect; nearly all actives have a fitted effect of over 50% in size
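Fluorescence exchange assay: 100 nM EPAC2 with 250 nM RAP1B-BODIPY-GDP and 50 uM GDP; compounds tested as a concentration-titration series (qHTS). Loss of Rap1-bound BODIPY-GDP fluorescence read at 480/540 nm; data normalized to 6.5 mM cAMP.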
EPAC1 antagonist = EPAC1 (human) antagonism. O95398. EPAC1 GEF assay, Rap1b-BODIPY-GDP exchange fluorescence. Potency, µM (highest dose often 115 µM), without a hit: at the top dose activity change, negative = inhibition, most hits filed as inhibitors. AID 720709. 360,000 tested, 0.14% active;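 note: potency is the fitted concentration of half-maximal effect; plate controls were vehicle for no effect and positive control for full effect; nearly all actives have a fitted effect of over 50% in size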
CCT chaperon mod = changes cytosolic chaperonin activity; purified chaperonin ATPase assay, HTRF ADP detection, 30 min; activity change, % (no concentration beside the values), hits read low; 360,000 tested, 0.3% active; AID 651819; in the data active = activity change below about -30%; note: % is set by controls: 0 for no effect and ±100 for the full control effect
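TRiC (40 or 20 nM final, by batch activity) in 30 mM Tris pH 7.4, 100 mM KCl, 5 mM MgCl2, 1 mM DTT was treated with compound at 76 uM single dose, then 10 uM ATP, 30 min at 37 °C. ADP was read by HTRF Transcreener.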
PI5P4Ka inh = inhibitors of human PI5P4K alpha; P48426; PI5P4Kalpha enzyme, ADP-Glo luminescence, 60 min; active compounds read low; max response, %; 330,000 tested, 1.2% active; active = max response of -50% or lower; inconclusive = between -30% and -50%; inactive = -30% or higher; note: value at the top dose of about 77 µM; % is set by controls: 0 for no effect and ±100 for the full control effect
Target sequence (P48426 whole entry, looked up): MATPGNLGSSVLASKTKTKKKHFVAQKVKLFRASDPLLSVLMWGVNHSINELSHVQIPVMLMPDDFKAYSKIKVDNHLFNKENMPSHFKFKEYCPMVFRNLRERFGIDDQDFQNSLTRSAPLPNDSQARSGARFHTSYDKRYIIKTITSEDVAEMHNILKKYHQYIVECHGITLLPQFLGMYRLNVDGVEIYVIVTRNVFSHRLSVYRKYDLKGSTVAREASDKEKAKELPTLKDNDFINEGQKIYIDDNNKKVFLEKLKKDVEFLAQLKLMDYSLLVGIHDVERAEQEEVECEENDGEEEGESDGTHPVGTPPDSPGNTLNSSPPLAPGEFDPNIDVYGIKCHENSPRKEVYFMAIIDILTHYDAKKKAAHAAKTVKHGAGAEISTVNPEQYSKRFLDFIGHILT
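Reactions run in 0.038 M HEPES pH 7.4, 0.28 mM EGTA, 0.1% CHAPS and 5% DMSO, with PI5P4Kalpha, substrate, compound and 5 microM ATP final, one hour at room temperature. Readout is ADP-Glo luminescence.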
IL2 activator = IL-2 activation. IL-2 activation reporter assay, cell-based qHTS; stimulated with anti-CD3/CD4/CD28 beads; in transgenic mouse T cells. 360,000 tested, 0.065% active. activation, % (series mostly up to about 46 µM). AID 652025; in the data active = activation above about 50%; inconclusive = mostly about 30% to 49%; note: 0% is about no effect
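Readout is EGFP and DsRed signal by fluorescent plate cytometry after 18 h at 37 degrees C. Transgenic mouse T cells (750/well) received compound for 60 min before bead stimulation (anti-CD3, anti-CD4, anti-CD28); memory T cells served as non-tolerant control.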
The depositor's hits bear a star; ? = inconclusive; · = not tested or not shown; [ ] = remark or other dose. Unless noted, calls come from the whole dose curve; as a rule, active = well fitted curve in the direction sought with a large enough effect; inconclusive = small, poorly fitted or top-dose-only effect, or another doubt; inactive = no such curve, though single readings can be large; an effect the other way counts as inactive or inconclusive.

SMILES	WRN helicase inh	EPAC1 agonist	PLK1 PBD block	EPAC2 ag	EPAC1 antagonist	CCT chaperon mod	PI5P4Ka inh	IL2 activator
c1ccc(-c2ccccc2OCCCN2CCCCC2)cc1	-4%	5%	-4%	1%	2%	1.2	-7	0.3
COc1ccc(NC(=O)/C(C#N)=C/c2ccc(-c3ccc(Cl)c(C(=O)O)c3)o2)cc1	-11%[11.6 µM]	17%	-14%	12%	-12%	2.3	-24	0.5
CC(=O)c1ccc(Oc2cc(-c3ccccc3)nc(-c3ccccc3)n2)cc1	-1%	0%	-6%	8%	-22%	2.0	3	-0.2
COc1ccc(C(=O)Nn2cnc3ccccc3c2=O)cc1[N+](=O)[O-]	2%	4%	-14%	9%	10%	-1.7	1	-0.5
O=S(=O)(NCC1(N2CCOCC2)CCCCC1)c1ccc(F)cc1	-4%	7%	1%	5%	5%	1.6	-2	-3.5
NC(=O)CSc1nnc(Cc2ccc3c(c2)OCO3)o1	8%	-6%	-9%	1%	2%	0.6	-1	0.4
C[C@@]12CCC[C@@](C)(C(=O)O)C1CC[C@@]13C[C@@H](NCc4ccccc4)[C@@](C)(CCC12)C3 (stereo partly specified)	-2%	-17%	4%	-1%	-6%	-2.2	-2	0.4
Cc1cccc(Cn2c(C(=O)OC(C)C)cc3c2ccn3C)c1	-6%	-1%	-23%	11%	-5%	-0.3	15	1.3
O=C1C=C(NC2CC2)C2(CCCCC2)O1	8%	-3%	-2%	0%[15.6 µM]	10%	0.1	-1	-0.3
O=c1o[nH]c(-c2ccccc2)c1N=Nc1c(F)cccc1Cl	-1%	10%	-23%	-4%	9%	-4.5	2	-0.7
O=C(COc1ccccc1)NCC(=O)N1CCCCCC1	-3%	9%	-2%	3%	15%	0.2	-1	0.2
CCc1ccc(C(=O)COC(=O)c2cccs2)cc1	-13%	8%	-28%	13%	-14%	1.0	0	-3.4
NS(=O)(=O)c1ccc(NC(=O)CN2CCCC2)cc1	-34%	4%	-15%	8%	4%	3.2	3	0.4
COc1cnc(-c2ccccn2)nc1Oc1cccc(Cl)c1	2%	-9%	4%	-7%	4%	0.1	-3	0.8
S=C(NCc1ccccc1)Nc1ccc2ccccc2c1	-3%	26%	-8%	12%	-12%	1.5	0	-4.6
CCOCCCNC(=O)C1c2ccccc2Oc2ccccc21	6%	-7%	-3%	4%	1%	-6.2	1	-0.7
CCn1c(=O)c2cc(C(=O)Nc3cccc(C(C)=O)c3)sc2c2ccccc21	-6%	6%	-14%	5%	-6%	-4.4	0	-0.7
CCN(CC)C(=S)SCC(=O)Nc1ccc(S(N)(=O)=O)cc1	-1%	-13%	-4%	7%	-16%	-1.4	-3	-2.2
CCOC(=O)C(C(=O)c1ccccc1)C1CC(C)NC(=S)N1 (stereo unspecified)	-30%[57.1 µM]	7%	-10%	9%	0%	-2.2	3	-0.3
Cn1c(=NC(=O)C2CCCCC2)sc2cc([N+](=O)[O-])ccc21	14%	-2%	-7%	-2%	7%	-1.0	2	2.5
Fc1cccc(CSc2nc3ccncc3[nH]2)c1	1%	-3%	-15%	8%	1%	-1.5	0	-2.7
CC(C)OP(=O)(OC(C)C)C(Nc1ccc(C(=O)O)cc1)c1ccccc1 (stereo unspecified)	-9%	-6%	-1%	2%	-22%	-1.3	0	-3.5
c1csc(-c2nnc(Cc3cccc4ccccc34)o2)c1	3%	3%	-9%	5%	-3%	0.3	·	-1.6
Cc1ccc(CNC(=O)c2cc3c(s2)CS(=O)(=O)C3)cc1	-5%	3%	?	-1%	19%	-0.9	-4	-2.0
Clc1cncc(Cl)c1NNc1c2ccccc2nc2ccccc12	-16%	9%	-6%	12%	-20%	-1.8	16	-0.7
COc1ccc(CCn2c(NCc3ccco3)nc3c2c(=O)[nH]c(=O)n3C)cc1	0%	0%	-2%	5%	1%	0.6	-4	-1.7
Cn1c(-c2ccc(CN3CCCCC3)o2)nc2ccccc21	3%	3%	-2%	-5%	2%	1.9	-8	0.3
COc1ccc(/C=C/C(=O)NC(C)C)cc1Br	1%	-3%	0%	0%	4%	1.5	·	0.3
CC(=O)Nc1cc(-c2cccc(C(=O)N(C)C)c2)cn2c(-c3ccc(F)c(Cl)c3)cnc12	-5%[57.1 µM]	1%	?	2%	-12%	0.0	-12	-0.8
CC1(C)CC(C(CC(=O)Nc2nccs2)c2ccccc2)CCO1 (stereo unspecified)	-6%	7%	0%	7%	-9%	1.5	-1	0.9
COCC(C)N1CCC(n2nccc2NC(=O)CCOc2ccccc2)CC1 (stereo unspecified)	-31%	-7%	-5%	0%	8%	-7.8	-6	-3.8
Cc1noc2ncnc(Sc3ccc(Br)cc3)c12	-16%	-2%	?	5%	7%	-1.3	-6	-4.6
Cc1ccnc(NS(=O)(=O)c2ccc(NC(=O)C3CCCCC3)cc2)n1	-4%	6%	-8%	5%	3%	-0.8	·	0.5
NC(=O)c1ccccc1NC(=O)CCCc1ccccc1	12%	2%	-22%	7%	-6%	-1.8	2	-3.3
Cc1ccc(-n2nnnc2SCC(=O)c2c(N)n(CC(C)C)c(=O)n(C)c2=O)cc1	-1%	6%	1%	-3%	-1%	-2.7	·	-1.2
N#CCc1nc2ccccc2c(=O)[nH]1	-4%	-4%	-8%	12%	5%	-3.4	2	-2.7

Part of the list above in a different format:
SMILES,WRN helicase inh,EPAC1 agonist,PLK1 PBD block,EPAC2 ag,EPAC1 antagonist,CCT chaperon mod,PI5P4Ka inh,IL2 activator
Cn1c(-c2ccc(CN3CCCCC3)o2)nc2ccccc21,3%,3%,-2%,-5%,2%,1.9,-8,0.3
COc1ccc(/C=C/C(=O)NC(C)C)cc1Br,1%,-3%,0%,0%,4%,1.5,·,0.3
CC(=O)Nc1cc(-c2cccc(C(=O)N(C)C)c2)cn2c(-c3ccc(F)c(Cl)c3)cnc12,-5%[57.1 µM],1%,?,2%,-12%,0.0,-12,-0.8
CC1(C)CC(C(CC(=O)Nc2nccs2)c2ccccc2)CCO1 (stereo unspecified),-6%,7%,0%,7%,-9%,1.5,-1,0.9
COCC(C)N1CCC(n2nccc2NC(=O)CCOc2ccccc2)CC1 (stereo unspecified),-31%,-7%,-5%,0%,8%,-7.8,-6,-3.8
Cc1noc2ncnc(Sc3ccc(Br)cc3)c12,-16%,-2%,?,5%,7%,-1.3,-6,-4.6
Cc1ccnc(NS(=O)(=O)c2ccc(NC(=O)C3CCCCC3)cc2)n1,-4%,6%,-8%,5%,3%,-0.8,·,0.5
NC(=O)c1ccccc1NC(=O)CCCc1ccccc1,12%,2%,-22%,7%,-6%,-1.8,2,-3.3
Cc1ccc(-n2nnnc2SCC(=O)c2c(N)n(CC(C)C)c(=O)n(C)c2=O)cc1,-1%,6%,1%,-3%,-1%,-2.7,·,-1.2

New compounds follow:
SMILES	WRN helicase inh	EPAC1 agonist	PLK1 PBD block	EPAC2 ag	EPAC1 antagonist	CCT chaperon mod	PI5P4Ka inh	IL2 activator
Cc1ccc(NC(=O)CCCn2c(=O)oc3ccccc32)c(O)c1	8%	0%	-8%	5%	-4%	-0.6	-1	-1.2
CC(=O)N/N=C(/C)c1ccc(NC(=O)c2csc(C)c2C)cc1	1%	0%	-13%	7%	-30%	-1.7	1	-1.5
CCOc1cc(NC(=S)NCC2CCCO2)c(OCC)cc1NC(=O)c1ccc(OC)cc1 (stereo unspecified)	-1%	?	4%	-3%	10%	0.9	4	-3.6
CCCCCN(C(=O)NC(=O)Nc1cccc(C)c1C)S(C)(=O)=O	-7%	-1%	5%	6%	?	0.9	2	-0.7
CCOc1ccc(-n2c(SCC(=O)Nc3cc(C(=O)O)ccc3Cl)nc3ccccc3c2=O)cc1	-32%	-3%	-20%	-4%	0%	1.8	?	-1.3
Cn1c(=S)[nH]c2[nH]c(=O)cnc2c1=O	-10%	7%	2%	1%	2%	1.2	-52*	-1.0
COc1ccc(C(C)C)cc1S(=O)(=O)Nc1ccccn1	2%	-1%	-9%	6%	19%	2.1	·	0.2
O=C(CCN1CCN(CCO)CC1)Nc1ccccc1	6%	3%	-11%	13%	-15%	-2.2	-8	0.7
CCOC(=O)C1CCN(C(=O)CSC2=NCCS2)CC1	6%	5%	-21%	3%	8%	-0.2	0	2.2
Cc1cc(/C=C2/NC(=O)N(c3ccccc3)C2=O)c(C)n1C(C)C	0%	0%	-6%	5%	-12%	-3.1	-2	-4.8
CN(C(=O)c1cccs1)c1ccccc1C(=O)O	7%	7%	-3%	9%	-7%	-0.8	·	-1.1
CCn1cc(/C=N/N=C2\CCC3C4CCc5cc(O)ccc5C4CC[C@]23C)c(C)n1 (stereo partly specified)	-14%	-1%	0%	3%	-11%	0.4	17	-0.3
CCN(CC)c1ccc(/C=N/NC(=O)c2cccc(N3CCCC3=O)c2)cc1	-3%	-1%	2%	2%	-4%	0.5	2	0.3
Cc1ccc(C(C[N+](=O)[O-])n2nc(C)cc2C)cc1 (stereo unspecified)	?	3%	17µM*	5%	1%	0.1	6	-2.2
O=c1nc(-c2ccccc2)n(-c2ccccc2)[nH]1	-5%	3%	-13%	1%	5%	0.1	5	-1.4
N#Cc1ccc(N2CCN(C(=O)c3cccc(F)c3)CC2)c(F)c1	3%	-12%	3%	-8%	2%	0.7	4	-0.6
NS(=O)(=O)c1ccc(NC(=O)/C=C/c2ccco2)cc1	?	18%	?	10%	-8%	-1.0	-63*	1.1
CC(C)n1c(=S)[nH]c2ccccc21	5%	0%	25µM*	-8%	-1%	-5.3	-15	-2.0
CCOc1ccc(OCc2ccc(C(=O)NCC3CCCO3)o2)cc1 (stereo unspecified)	-1%	-1%	-13%	2%	7%	-1.7	·	-0.7
N#CC1=C(N)NC(SCC(=O)c2ccc(Br)cc2)=C(C#N)C12CCCCC2	-5%	1%	-15%	5%	-12%	-2.3	0	0.0
CC1Cc2ccccc2N1C(=O)CSc1ccccn1 (stereo unspecified)	8%	3%	-4%	-5%	-1%	1.0	1	-2.8
N[C@@H](Cc1ccc(F)cc1)C(=O)O	-2%	-7%	-8%	2%	22%	0.8	6	-0.4
Cc1ccc(Oc2ccccc2/C=C/C(=O)O)cc1	0%	1%	-5%	2%	12%	-0.5	·	1.1
O=C(O)Cc1c(O)ccc2ccccc12	-1%	-3%	-4%	6%	15%	1.8	-22	2.5

Assay outcomes deposited in PubChem by National Center for Advancing Translational Sciences (NCATS).

Only part of the results is shown; count on the stated rates, not on these rows.
